Screening data (PubChem)
STK33 inh: human STK33 kinase inhibition; purified STK33, MBP phosphorylation, ADP-Glo luminescence; Q9BYT3; 320,000 compounds, 0.073% hits; AID 2661; inhibition, % at 10 µM;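 active = inhibition at or above 25%, using the most active replicate where run in duplicate; inactive = inhibition below 25%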
Target sequence (Q9BYT3 whole entry, looked up): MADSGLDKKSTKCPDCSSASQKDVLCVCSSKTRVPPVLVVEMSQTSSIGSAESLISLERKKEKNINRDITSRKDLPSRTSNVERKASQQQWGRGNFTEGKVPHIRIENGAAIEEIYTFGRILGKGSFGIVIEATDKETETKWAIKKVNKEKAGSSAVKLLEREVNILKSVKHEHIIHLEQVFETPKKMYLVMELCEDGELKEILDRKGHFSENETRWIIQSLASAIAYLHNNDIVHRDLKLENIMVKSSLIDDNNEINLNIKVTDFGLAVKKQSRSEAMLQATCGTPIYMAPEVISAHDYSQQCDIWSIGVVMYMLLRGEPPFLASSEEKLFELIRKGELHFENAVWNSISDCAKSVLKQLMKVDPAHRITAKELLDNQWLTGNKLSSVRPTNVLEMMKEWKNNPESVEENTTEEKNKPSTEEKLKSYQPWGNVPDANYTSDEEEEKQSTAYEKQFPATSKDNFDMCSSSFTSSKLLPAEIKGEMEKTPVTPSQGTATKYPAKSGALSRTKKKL
The depositor's hits bear a star. An excerpt; count on the stated rates, not on these rows.

smiles | STK33 inh
O=C(COC(=O)c1ccc(F)c(S(=O)(=O)N2CCOCC2)c1)NCc1ccc2c(c1)OCO2 | 1.1
CCc1nc2ccc(C(=O)N(C)CC(=O)Nc3cccc(F)c3)cc2nc1CC | 0.1
CN(C(=O)CCc1nc2ccccc2c(=O)[nH]1)C1CCS(=O)(=O)C1 (stereo not drawn) | -1.7
O=C(CSc1n[nH]c(=O)n1C1CC1)Nc1ccc(Cl)cc1Cl | -1.2
CCN(CC)S(=O)(=O)c1ccc2[nH]c(=O)cc(C(=O)Nc3ccccc3N3CCOCC3)c2c1 | -0.8
COC(=O)C(OC(=O)c1ccccc1)C(C)Br (stereo not drawn) | -3.2
CNC(=O)COC(=O)C1CCN(S(=O)(=O)c2ccc3c(c2)OCCO3)CC1 | -0.4
COc1ccc(S(=O)(=O)N2CCCCC2)cc1NC(=O)COC(=O)c1ccco1 | -1.1
Cc1cccc(C)c1NC(=O)CN1CCN(CC(=O)c2cc(C)n(C3CC3)c2C)CC1 | -1.1
COc1ccc([C@H]2CC(=O)C=C(c3ccc(OC)c(F)c3)C2)cc1 | -0.6
Cc1onc(-c2ccccc2)c1C(=O)NCC(=O)Nc1cc(Cl)ccc1Cl | 0.8
CC1CCN(C(=O)c2[nH]cnc2C(=O)NCCCCCNC(=O)OC(C)(C)C)CC1 | -0.6
Cc1cc(NC(=O)CSc2nnc(NCc3ccco3)s2)no1 | -0.6
O=C(CN1C(=O)NC2(CCCCC2)C1=O)NCCCSc1ccccc1 | -0.5
Cc1cc(C)n(-c2ccc(C(=O)OCC(=O)Nc3ccc(S(N)(=O)=O)cc3)cc2)n1 | -1.4
CCCn1nc(C(=O)NNC(=O)c2cccc(C)c2)c2ccccc2c1=O | 0.9
Cc1cccc(C)c1NC(=O)CNC(=O)c1cccc(S(=O)(=O)NCc2cccs2)c1 | -0.9
CC(Oc1cccc(Cl)c1)C(=O)N1CCN(c2ncccn2)CC1 (stereo not drawn) | -1.2
COc1cc(S(=O)(=O)N2CCOCC2)cc(C(=O)OCC(=O)NCc2ccco2)c1OC | -1.7
COc1ccc(NS(=O)(=O)c2cc(NC(=O)COc3ccccc3)ccc2N2CCOCC2)cc1 | 0.8

6 entries drawn at random from the list so far, as already listed:
smiles | STK33 inh
COc1cc(S(=O)(=O)N2CCOCC2)cc(C(=O)OCC(=O)NCc2ccco2)c1OC | -1.7
CNC(=O)COC(=O)C1CCN(S(=O)(=O)c2ccc3c(c2)OCCO3)CC1 | -0.4
CCc1nc2ccc(C(=O)N(C)CC(=O)Nc3cccc(F)c3)cc2nc1CC | 0.1
CC1CCN(C(=O)c2[nH]cnc2C(=O)NCCCCCNC(=O)OC(C)(C)C)CC1 | -0.6
O=C(CN1C(=O)NC2(CCCCC2)C1=O)NCCCSc1ccccc1 | -0.5
CCN(CC)S(=O)(=O)c1ccc2[nH]c(=O)cc(C(=O)Nc3ccccc3N3CCOCC3)c2c1 | -0.8

The main list resumes with the two entries that preceded the break.
smiles | STK33 inh
COc1cc(S(=O)(=O)N2CCOCC2)cc(C(=O)OCC(=O)NCc2ccco2)c1OC | -1.7
COc1ccc(NS(=O)(=O)c2cc(NC(=O)COc3ccccc3)ccc2N2CCOCC2)cc1 | 0.8
Cc1ccc(C)c(C(=O)COC(=O)c2nn(C)c(=O)c3ccccc23)c1 | -1.4
Cc1ccc(S(=O)(=O)/N=C(/Nc2nc(C)cs2)c2ccccc2)cc1 | 0.9
COc1ccc(NC(=O)/C=C/c2ccc(S(=O)(=O)N3CCOCC3)cc2)cc1 | -0.6
Cc1noc(C)c1NC(=O)N(C)C[C@H]1Oc2ccc(NC(=O)C3CC3)cc2C(=O)N([C@H](C)CO)C[C@@H]1C | -0.3
CC(C)(C)[C@H]1COC(=O)CC/C=C\C[C@H](CC(=O)N(CCO)Cc2ccccc2)C(=O)N1 | 0.1
COc1ccc(S(=O)(=O)N2CCOCC2)cc1NC(=O)CSc1ccc(F)cc1 | -0.1
CC1CCCC(NC(=O)COC(=O)CCC(=O)c2ccc(F)cc2)C1C (stereo not drawn) | -0.7
Cn1c(N)c(C(=O)CSc2nnc(C3CC3)n2Cc2ccccc2)c(=O)n(C)c1=O | -1.3
O=C(Nc1ccc(Cl)cc1)c1nc[nH]c1C(=O)NCCN(CCNC(=O)c1[nH]cnc1C(=O)Nc1ccc(Cl)cc1)CCNC(=O)c1[nH]cnc1C(=O)Nc1ccc(Cl)cc1 | -1.8
Cc1cc(C)c(C)c(S(=O)(=O)N2CCN(C(=O)CNC(=O)c3ccco3)CC2)c1C | -1.2
COc1ccc(Cl)cc1NC(=O)CN(C)C(=O)c1cccc2cccnc12 | -0.6
Cc1cccc(C(=O)N[C@@H](C)C(=O)N2CCN(c3ncccn3)CC2)c1 | -1.3
c1ccc2c(c1)c1cccc3ccc4cccc2c4c31 | -0.5
C=CCC[C@H](Cc1ccc(F)cc1)C(=O)OC[C@@H](C)NC(=O)[C@H](CC=C)CC(=O)N(CCO)Cc1ccccc1 | -2.1
O=C(N[C@H]1C/C=C\C[C@H](CC(=O)N(CCO)Cc2ccccc2)C(=O)NC[C@H](c2ccccc2)OC1=O)OCC1c2ccccc2-c2ccccc21 | -0.7
CC1CCN(C(=O)COC(=O)c2cccc(S(=O)(=O)N(C)c3ccccc3)c2)CC1 | -0.7
CCN(CC(=O)Nc1ccc(Br)cc1F)CC(=O)NC1CCS(=O)(=O)C1 (stereo not drawn) | -1.5
Cc1nc(SCc2nc3ccc(F)cc3[nH]2)c2oc3ccccc3c2n1 | 0.3
CCN1C(=O)[C@H]2[C@@H](c3ccc(-c4ccccc4)c(OC)c3)N[C@@](CC(C)C)(C(=O)OC)[C@H]2C1=O | -0.4
Cc1ccc(NC(=O)C(C)Sc2nnc(C3CC3)n2C2CC2)cc1S(=O)(=O)N1CCOCC1 (stereo not drawn) | -2.0
Cc1ccccc1SCC(=O)OCC(=O)N1CC(=O)Nc2ccccc21 | -0.9
CC1CCCCC1NC(=O)COC(=O)CCC(=O)c1cccs1 (stereo not drawn) | -0.1
CNS(=O)(=O)c1cccc(C(=O)OCC(=O)N2c3ccccc3NC(=O)C2(C)C)c1 | 0.4
COc1ccc(CCNC(=O)COC(=O)c2ccc(F)c(S(=O)(=O)N3CCOCC3)c2)cc1 | -1.0
Cc1nn(CC(=O)NC2(C)CCS(=O)(=O)C2)c(C)c1S(=O)(=O)N(C)C (stereo not drawn) | -0.6
Cc1ccc(C(NC(=O)CN2C(=O)NC3(CCCC3)C2=O)c2ccccc2)cc1 (stereo not drawn) | -0.7
CN(Cc1cccs1)C(=O)c1ccc(Cl)c(S(=O)(=O)N2CCCCCC2)c1 | -0.2
O=C(CN1CCN(c2ccc(O)cc2)CC1)Nc1ccc(S(=O)(=O)N2CCCC2)cc1 | -1.8
Cc1ccc(S(=O)(=O)N2CCN(c3nc(CN4CCCC4)nc4sc(C)c(C)c34)CC2)cc1 | 0.5
COc1cccc(NC(=O)CN2C(=O)NC3(CCCCCC3)C2=O)c1 | -2.7
CC(=O)Nc1ccc(S(=O)(=O)NCCC(=O)NCCOc2ccccc2)cc1 | -0.5
CC[C@]12c3[nH]c4ccccc4c3CCN1C(=O)C(CC(=O)NC(C)(C)C)C[C@@H]2C(=O)N1CCN(C(=O)C2CC2)CC1 (stereo partly drawn) | -0.8
COc1ccc(OCCCC(=O)Nc2ccc(OC)c(S(=O)(=O)N3CCOCC3)c2)cc1 | 1.0
COc1ccc(NC(=O)Nc2cccc3c2O[C@H](CN(C)C(=O)Nc2ccc4c(c2)OCO4)[C@@H](C)CN([C@H](C)CO)C3=O)cc1 | 0.0
Cc1cccc(C)c1NC(=O)CN(C)C(=O)CCC(=O)c1ccccc1 | 0.0
O=C(CCc1nc(-c2ccccc2)no1)NCc1ccccc1CN1CCOCC1 | 2.9
Cn1cc(C(=O)NCC(=O)Nc2ccccc2Br)cn1 | -0.9
COc1ccc(S(=O)(=O)N(C)C[C@H]2Oc3ccc(NS(=O)(=O)c4ccccc4)cc3C(=O)N([C@H](C)CO)C[C@@H]2C)cc1 | -1.9
CC(C)c1ccc(NC(=O)COC(=O)CC2CCCC2)cc1 | -0.4
Cn1c(CC(=O)NNC(=O)c2ccc(F)cc2F)nc2ccccc21 | -0.1
CC/C=C(\NC(C)=O)c1ccccc1 | -3.9
Cc1ccc(NC(=O)C2COc3ccccc3O2)cc1S(=O)(=O)N1CCCCC1 (stereo not drawn) | -1.5
O=c1ccc2c(-c3ccccc3S(=O)(=O)O)c3ccc(O)c(O)c3oc-2c1O | 2.2
O=C(CN1C(=O)NC2(CCCc3ccccc32)C1=O)NCc1cccs1 (stereo not drawn) | -0.2
CC(C)CCN(C(=O)c1ccncc1)c1c(N)n(Cc2ccccc2)c(=O)[nH]c1=O | -0.1
O=C(NC1CCN(Cc2ccc(Cl)cc2)CC1)c1cn(-c2ccccc2)nc1-c1cccnc1 | -1.3
N#CN1CCC(NS(=O)(=O)c2ccc(C(F)(F)F)cc2)C1 (stereo not drawn) | 0.6
CC(C)(C)OC(=O)C[C@H]1C/C=C\C[C@H](CC(=O)NCCO)C(=O)NC[C@@H](c2ccccc2)OC1=O | -0.8
COc1ccc2c(c1)[C@H]1[C@H](CO2)[C@H](c2ccccc2)[C@]2(C)C(=O)Nc3ccc(C)cc3C(=O)N12 | -0.1
COc1cc(/C=C/C(=O)O)cc(S(=O)(=O)NNC(=O)c2cc(C)oc2C)c1OC | -1.5
Cn1c(N)c(C(=O)COC(=O)c2ccc(-c3ccccc3)cc2)c(=O)n(C)c1=O | -0.2
COc1ccccc1NS(=O)(=O)c1ccc(/C=C/C(=O)N2CCN(C(C)=O)CC2)cc1 | -0.6
Cc1ccc(NC(=O)c2ccc3c(=O)n4c(nc3c2)CCC4)cc1F | -0.7
Cc1cc(C(=O)C(C)OC(=O)c2ccc(NC(=O)CC#N)cc2)c(C)n1-c1ccc(OC(F)F)cc1 (stereo not drawn) | -0.2
CNC(=O)C(C)Sc1ccc(S(=O)(=O)N2CCOCC2)cn1 (stereo not drawn) | -0.1
CCc1cc2c(SCC(=O)NC3CC3)ncnc2s1 | 1.8
COCCn1c(Cc2ccccc2)nnc1SC(C)C(=O)NC1CC1 (stereo not drawn) | -2.6
Cc1ccc(NC(=O)Cc2ccsc2)cc1S(=O)(=O)N1CCOCC1 | -2.2
CC1CCCCC1NS(=O)(=O)c1ccc2c(c1)CCC(=O)N2 (stereo not drawn) | -1.2
Cc1cccc(C)c1NC(=O)COC(=O)C1CC1 | -0.3

Next section:
smiles | STK33 inh
COc1cc(OC)cc(C(=O)NC(C(=O)NCCc2ccccn2)C(C)C)c1 (stereo not drawn) | -2.1
O=C(NCC(=O)N1CCCCC1)c1sc2ccccc2c1Cl | 0.3
O=C(CN1CCN(C(=O)c2cncn2-c2ccccc2)CC1)Nc1ccccc1Cl | -0.1
COc1ccc(C(=O)NCC(=O)OCC(=O)Nc2ncc(Cl)cc2Cl)cc1[N+](=O)[O-] | 0.4
O=C(COC(=O)CCC(=O)c1ccc(F)cc1)NCc1ccc(Cl)cc1 | -0.3
COc1cc2c(cc1OC)CN(C(=O)c1nn(Cc3ccccc3)c(=O)c3ccccc13)CC2 | 1.2
O=C(COC(=O)c1ccc(Cl)nc1)NC1CCCCCC1 | 0.1
C[C@@H](NC(=O)c1[nH]cnc1C(=O)Nc1cccc(Cl)c1)c1ccccc1 | -1.8
CCN(C[C@H]1N[C@@](Cc2ccccc2)(C(=O)OC)[C@H]2C(=O)N(C)C(=O)[C@@H]12)S(=O)(=O)c1ccc(C(F)(F)F)cc1 | -0.2
CC1CCCN(CC(=O)NNC(=O)COc2ccc(Br)cc2)C1 (stereo not drawn) | -0.2
O=C(OCC(=O)N1CCOCC1)c1cc(-c2ccccc2)nc2ccccc12 | 1.2
CCCN(CC(=O)Nc1ccccc1OC)C(=O)CC1CCCC1 | -3.2
COc1ccc(C(CNC(=O)C2COc3ccccc3O2)N2CCCC2)cc1 (stereo not drawn) | -2.1
CCN(Cc1ccccc1)C(=O)COC(=O)[C@@H]1CCCN1C(=O)c1cccs1 | 0.8
O=C(NC(=S)Nc1ccccc1OC(F)F)c1ccc2c(c1)OCO2 | -4.7
N#Cc1c(NC(=O)COC(=O)c2ccc(O)cc2O)sc2c1CCC2 | -2.1
CCC(C)c1ccccc1NC(=O)CN(CC)CC(=O)Nc1ccc2c(c1)OCCO2 (stereo not drawn) | -1.2
Cc1ccc(S(=O)(=O)CCC(=O)OCc2nnc(-c3ccccc3)o2)cc1 | -2.1
COc1ccccc1S(=O)(=O)Nc1cccc(S(=O)(=O)N2CCCC2)c1 | 0.1
CC1CN(S(=O)(=O)c2ccc(C(=O)N3c4ccccc4CC3C)cc2)CC(C)O1 (stereo not drawn) | -0.6
O=C(O)c1cccc2c1C(=O)c1ccc(-c3ccc(F)cc3F)cc1S2(=O)=O | -1.8
Cc1ccnn1-c1ccc(C(=O)NCc2ccccc2CN2CCOCC2)cc1 | 0.7
C[C@@H]1CN([C@H](C)CO)C(=O)c2cc(NC(=O)NC3CCCCC3)ccc2O[C@H]1CN(C)S(C)(=O)=O | -0.4
CCOc1ccc(C(=O)OCC(=O)Nc2cccc(S(=O)(=O)N3CCCC3)c2)cc1 | -0.9
CCc1noc(C)c1C(=O)NNC(=O)COc1ccccc1C | -1.5
CCCN(Cc1ccc(C)cc1)C(=O)c1ccc(CNS(=O)(=O)c2ccc(C(C)=O)cc2)cc1 | -2.4
CC(NC(=O)COC(=O)C12CC3CC(CC(Br)(C3)C1)C2)c1ccccc1 (stereo not drawn) | -1.9
COc1ccc(CC(=O)OCC(=O)NC(=O)Nc2ccccc2F)cc1 | -0.7
Cc1ccc(NC(=O)C2=CC=CN3CCS(=O)(=O)N=C23)cc1 | -0.3
